# FLuc act counter: firefly luciferase counter-screen for stimulation assays. P08659. ATPlite luciferase biochemical, luminescence, 10 min; 0 = ATP-free wells, 1 = DMSO control. activation factor at 10 µM. 200,000 tested, under 10 active;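 active = luciferase activation factor, scaled between plate controls, of at least 2 with compound at 10 µM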
#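 assay system = Luciferase/luciferin detection reagent, cell-free biochemical luciferase assay | also added = ATP substrate | times = 10 min post-reagent at room temperature | measured by = luminescence from luciferase reaction | measure = luciferase activation, seen as luminescence increase over controls | benchmarks = low control with PBS replacing ATP, high control enzyme plus ATP without compound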
# NF-kB expr up: raises NF-kB expression in human neuronal cells | NF-kB reporter expression; hits give high values | fold change at 12.5 µM | hit rate 1.6% among 190,000; in the data active = fold change above about 3.3
# FLuc inh counter: Photinus pyralis luciferase inhibition counter-screen; inhibition, % at 10 µM; hit rate 1.5% among 200,000; ATPLite firefly luciferase biochemical luminescence, 10 min; AID 1006; P08659;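 active = inhibition above about 50% when tested at 10 µM, limit read from the data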
# bIAP activator: intestinal alkaline phosphatase (bovine) activation. hit rate 0.17% among 200,000. purified bovine IAP, CDP-star luminescence, 30 min; hits give high values; fold of DMSO-control signal, blank-subtracted. activation factor at 20 µM;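 active = activation factor of 2 or more at 20 µM, a signal rise over negative controls twice the positive control's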
# TNAP act hiacc: activators of human TNAP at high phosphate acceptor concentration | 200,000 tested, under 10 active | P05186 | purified TNAP, CDP-star luminescence, 1 M DEA, 30 min; hits give high values; 0 = EDTA background, 1 = DMSO-only activity | activation factor at 20 µM;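 active = activation factor at least 2 at 20 µM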
# Target sequence (P05186 whole entry, looked up): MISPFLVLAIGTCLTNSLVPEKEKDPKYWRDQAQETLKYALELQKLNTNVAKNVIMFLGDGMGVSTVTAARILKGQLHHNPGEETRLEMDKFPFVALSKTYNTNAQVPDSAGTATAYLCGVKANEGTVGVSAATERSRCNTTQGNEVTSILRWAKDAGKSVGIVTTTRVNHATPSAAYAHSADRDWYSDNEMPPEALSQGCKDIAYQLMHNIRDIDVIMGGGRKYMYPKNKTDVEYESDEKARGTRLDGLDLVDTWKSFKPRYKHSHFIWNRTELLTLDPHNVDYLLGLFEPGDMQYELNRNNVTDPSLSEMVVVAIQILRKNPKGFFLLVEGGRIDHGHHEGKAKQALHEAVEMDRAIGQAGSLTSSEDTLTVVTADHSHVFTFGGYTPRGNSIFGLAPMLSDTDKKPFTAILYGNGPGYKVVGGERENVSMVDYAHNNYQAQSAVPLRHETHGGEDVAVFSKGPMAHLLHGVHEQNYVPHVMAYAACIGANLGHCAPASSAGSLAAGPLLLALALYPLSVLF
#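 Assay system: human TNAP; Input: enzyme diluted 1/800 final; Reagent: CDP-star luminogenic substrate at 100 µM final; Timing: 30 min, room temperature; Signal: luminescence; Evaluation: TNAP activation factor scaled between EDTA and DMSO control wells.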
# TNAP inh hiacc: inhibitors of human TNAP at high phosphate acceptor concentration | purified TNAP, CDP-star luminescence, 1 M DEA | inhibition, % at 20 µM | hit rate 0.03% among 200,000 | AID 1135;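 active = over 50% inhibition of tissue-nonspecific alkaline phosphatase at 20 µM in the single-dose screen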;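 also: plate controls were DMSO wells for no effect and EDTA-quenched wells as full inhibition for full effect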
# TNAP inh noacc: blocks human TNAP activity with no phosphate acceptor present | hit rate 0.26% among 200,000 | P05186 | AID 1012 | purified TNAP, CDP-star luminescence, 30 min | inhibition, % at 20 µM;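 active = tissue-nonspecific alkaline phosphatase inhibition above about 50% at 20 µM in the single-dose screen, limit read from the data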;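 also: 0% = DMSO negative control and 100% = EDTA positive control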
# PMI act: phosphomannose isomerase (human) activation; P34949; purified human PMI, coupled resazurin fluorescence, 20 min; hits give high values; 1 = vehicle control, 0 substrate-free wells; activation factor at 20 µM; hit rate 0.005% among 190,000; AID 1214;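 active = activation factor of 2 or more at 20 µM, relative to plate controls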
# Target sequence (P34949 whole entry, looked up): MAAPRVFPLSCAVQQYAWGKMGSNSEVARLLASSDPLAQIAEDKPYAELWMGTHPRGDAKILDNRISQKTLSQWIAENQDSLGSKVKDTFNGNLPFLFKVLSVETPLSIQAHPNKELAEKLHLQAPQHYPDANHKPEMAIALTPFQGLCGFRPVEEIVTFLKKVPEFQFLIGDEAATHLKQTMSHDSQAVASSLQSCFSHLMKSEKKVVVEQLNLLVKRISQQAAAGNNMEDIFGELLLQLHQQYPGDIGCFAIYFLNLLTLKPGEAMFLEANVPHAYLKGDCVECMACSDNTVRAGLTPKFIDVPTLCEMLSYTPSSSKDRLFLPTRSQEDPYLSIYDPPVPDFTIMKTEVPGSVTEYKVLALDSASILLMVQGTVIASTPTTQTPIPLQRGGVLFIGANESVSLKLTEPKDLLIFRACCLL
# PMI act satM6P: PMI (human) activation, high substrate; P34949; coupled PMI enzyme assay, resazurin fluorescence, 20 min; hits give high values; 1 = untreated enzyme, 0 = substrate-free blank; activation factor at 20 µM; hit rate 0.34% among 190,000; AID 1216;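 active = activation factor of 2 or more at 20 µM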
#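 Technique: Diaphorase-driven resazurin-to-resorufin fluorescence, excitation 544, emission 590 nm | Assay system: Human PMI in coupled enzyme assay | Times: Enzyme reaction with compound 20 min at room temperature | Medium: HEPES-buffered pH 7.4 with magnesium and detergent | Reagent: Mannose-6-phosphate 1.0 mM (near-saturating) plus 0.22 mM NADP+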
# APP 5'UTR act: APP 5'UTR luciferase reporter activation; SH-SY5Y APP 5'UTR luciferase reporter, luminescence; zero percent = DMSO vehicle wells; activation, % at 2 µM; hit rate 1% among 190,000;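 active = activation above a set limit, based on mean plus 3 SD of controls, cut at about 140% in these data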; also: values of inactives mirror those of a sister screen read the other way
# * hit, by the source's call; . = no result given; & = joins results of further samples.
SMILES,FLuc act counter,NF-kB expr up,FLuc inh counter,bIAP activator,TNAP act hiacc,TNAP inh hiacc,TNAP inh noacc,PMI act,PMI act satM6P,APP 5'UTR act
O=C1CC(c2ccccc2)CC2=C1CN(C1CCCCC1)CN2 (stereo not drawn),1.1,1.2,-7,1,1.1,-6,-10,0.9,1,-13
O=C(CSc1ccc(-c2ccc(F)cc2)nn1)NCC1CCCO1 (stereo not drawn),1,0.87,-2,1,1.1,-5,2,1.2,1.1,-8
CCOC(=O)c1[nH]c(C)c(/C(O)=C2\C(=O)C(=O)N(CCN(C)C)C2c2ccc(C)o2)c1C (stereo not drawn),1.1,1,-11,1,1.1,-9,-2,1.2,1,-6
Cc1cccc(Cn2c(N3CCc4ccccc4C3)nc3c2c(=O)[nH]c(=O)n3C)c1,1.1,1.6,-11,0.9,1,-3,-3,1.1,1.1,-10
N#CC(c1ccccc1)c1ccc(C(=O)c2ccc(F)cc2)cc1 (stereo not drawn),1.1,1.2,-9,0.2,1.1,-7,-4,1,1,10
CCCc1ccc(-c2cc(C(=O)NC3=NCCS3)c3ccccc3n2)cc1,0.2,2.9,85*,1,1,0,-4,0.9,0.9,104
Cc1ccc(C(=O)Cn2nnc(-c3ccccc3-n3cnnn3)n2)cc1,1,1,0,0.9,1,-4,-11,1.1,1.1,10
CC1(C)Cc2c(sc(/N=C/N3CCOCC3)c2C#N)C(C)(C)N1,1.1,1.1,-9,1,1,-3,-10,1,1,9
CCSC1=C(C#N)C2(CCCCC2)C(C#N)=C(N)N1,0.6,0.91,37,0.8,1.1,-7,-5,0.9,0.9,20
O=C1c2ccccc2C(=O)N1CCc1nn[nH]n1,1.1,1.1,-7,1,1.1,-9,-7,1,1,-2
Cc1cc(C(=O)CSc2nnc(-c3ccccc3)n2-c2ccccc2)c(C)n1-c1ncn[nH]1,1,1,-5,1,1.1,-8,-5,1,1,-5
Nc1[nH]c(=S)[nH]c(=O)c1-c1ccccc1,1,1.3,-5,0.9,1.1,-5,-13,0.8,0.8,-1
Cc1noc(C)c1CSCC(=O)OCC(=O)NC1CCCCC1,1,0.84,-4,1,1,0,-8,0.9,0.9,-11
CCSc1nc2c(cnn2-c2ccc(C)cc2)c(=O)[nH]1,1,1.2,-5,1,1.1,-5,-6,1,1,10
O=C(CSc1nc2ncc(Br)cc2[nH]1)Nc1ccc2c(c1)OCO2,1.1,1.2,-6,1.1,1,-3,47,1,0.9,4
CCOC(=O)N1CCN(C(=O)C2CCN(S(=O)(=O)c3c(C)cc(C)cc3C)CC2)CC1,1,0.89,-3,1.1,1,-4,-7,0.9,0.9,5
CN(/C(=N\S(=O)(=O)c1ccccc1)c1ccccc1)c1ccc(O)cc1,1,1.1,1,1.2,1,0,-12,1.1,1,-16
Cc1cc(=O)oc2cc(OC(C)C(=O)Nc3ccc(N4CCOCC4)cc3)ccc12 (stereo not drawn),1,0.97,0,1,1,0,-3,1,0.8,2
O=C(Cc1ccc(-n2cccc2)cc1)NC1CCCCC1,1,1,-5,1,1,-1,-9,1,1,13
CCCCCCC(C)n1[nH]c(=O)c2c(C)cc(=O)[nH]c21 (stereo not drawn),1.1,0.81,-8,1,1,-3,-4,1,1,-8
COc1ccc(C2CC(c3ccc(Cl)cc3Cl)n3nc(N)nc3N2)cc1 (stereo not drawn),1,1.1,-3,0.9,1.1,-8,-3,1.1,1.1,3
OCC1(Cc2ccccc2)CCN(Cc2cnn(-c3ccccc3F)c2)CC1,1.1,1.2,-6,0.9,1.1,-6,-10,1,1,18
CCOC(=O)c1cnc(-n2nc(C)cc2C)nc1NNc1cc(-c2ccccc2)nc(C)n1,1,0.85,0,1.2,0.9,14,-40,1,1.1,-57
CCCCCn1c(SCC#N)nc2cc(C(=O)NCC3CCCO3)ccc2c1=O (stereo not drawn),1,1.1,-1,1,1,0,-3,1,1,14
CCCNC(=S)N1CCC(NC(=O)Nc2ccc(C)cc2)CC1,1.1,0.98,-7,1,1.1,-6,-12,1,1.1,9
# Going on with the list:
SMILES,FLuc act counter,NF-kB expr up,FLuc inh counter,bIAP activator,TNAP act hiacc,TNAP inh hiacc,TNAP inh noacc,PMI act,PMI act satM6P,APP 5'UTR act
CC1(C)CC(=O)C2=C(C1)N=C1SCCC(=O)N1C2c1cccc([N+](=O)[O-])c1 (stereo not drawn),1,1.1,-5,0.9,1,-3,-15,1.1,1,-6
CCOC(=O)c1cnc(Nc2ccc(OCC)cc2)nc1C,1,1.7,1,0.9,1,-4,-7,0.9,1,-2
COc1ccc(CSc2nnnn2-c2ccccc2)cc1,1.1,1.1,-7,0.3,1.1,-5,-2,1,1,-6
N#Cc1ccccc1NC(=O)c1ccccc1OCC(=O)NCc1ccco1,1.1,0.96,-7,1,1,1,-6,0.8,0.9,.
COc1cc(/C=N/Nc2ncc(C(F)(F)F)cc2Cl)cc(OC)c1OC,1,0.95,-3,0.1,1,-3,-19,0.9,0.9,5
CCCn1cnc2cc(NC(=O)c3cccs3)ccc21,0.5,.,48,1,1,-4,2,1.2,1.1,97
CC(C)NC(=S)NN=C1c2ccccc2-c2ccccc21,1,0.98,-3,0.9,0.9,6,-2,0.9,1,13
Cc1ccccc1-n1nnnc1SCC(=O)Nc1ccc(S(=O)(=O)N2CCCC2)cc1,1.1,0.63,-8,0.8,1,-4,-10,0.8,0.9,3
O=C(O)CCC(=O)Nc1ccc(Sc2ccc([N+](=O)[O-])cc2)cc1,1.1,0.81,-5,0.8,1,2,-33,1,1.1,-3
O=c1[nH]ncc2c3ccccc3n(Cc3cccc(Cl)c3)c12,1,1.1,-4,1.1,1.1,-9,-30,1.1,0.9,9
COc1ccc(NC(=S)N2CCC(C(=O)c3ccc(C)cc3)CC2)c(OC)c1,1.1,0.92,-7,0.9,1,-5,-10,0.8,0.8,4
Cc1cc(C)c2nc(C(F)(F)F)nc(NCCCN3CCOCC3)c2c1,1,0.66,-2,1.1,1,-1,-10,0.9,0.9,-2
Cc1ccc(-c2cc(C(=O)NC3=NCCS3)c3cc(Br)ccc3n2)o1,1,0.82,4,1,1,-4,-6,1.4,1.7,7
CCN(CC)S(=O)(=O)c1cccc(NC(=O)CCSc2ccc(Cl)cc2)c1,1.1,0.96,-5,1,1.1,-10,-40,0.8,0.8,3
COCCNC(=O)CSCc1c(F)cccc1Cl,1.1,1.3,-5,0.9,1,3,-6,0.9,0.9,-4
COc1ccc(/C=C/C(=O)c2ccc(Cl)s2)cc1O,0.7,1.7,26,0.7,0.8,22,14,0.7,0.8,47
CN1CCN(C(=O)c2ccc(CN3CCOCC3)cc2)CC1,1,0.92,-4,1.1,1.1,-8,-2,1.1,1,0
CC(=O)N(C)c1ccc(OCC(O)Cn2c(C)nc3ccccc32)cc1 (stereo not drawn),1.1,0.97,-5,1,1,-4,-10,1.1,1,-5
COC(=O)c1sc2ncn(CC(=O)NCCc3ccc(OC)c(OC)c3)c(=O)c2c1C,1,1.1,-2,1.1,1,-4,-7,0.9,1,6
CCC1CCCCN1S(=O)(=O)c1ccc(C(=O)Nc2nnc(-c3ccccc3Cl)o2)cc1 (stereo not drawn),1.1,0.87,-6,1.3,1,4,-6,1.2,1.2,7
O=C(CNS(=O)(=O)c1ccccc1)OCc1cccc([N+](=O)[O-])c1,1,1.3,0,1,1.1,-8,-11,0.8,0.9,-12
CCN=c1scc(-c2cccs2)n1/N=C/c1cc(OC)ccc1O,0.5,2.2,49,0.9,1,-1,-17,1.1,1.2,89
COc1ccc(S(=O)(=O)N2CCCCCC2)cc1C(=O)OCc1c(C)noc1C,1,0.19,-3,1,1,-4,-11,0.9,0.9,2
O=C(CSc1ccc2nnc(-c3ccccn3)n2n1)Nc1ccc2c(c1)OCO2,1,1.2,-2,0.9,1,-2,-6,0.9,0.9,-3
CCc1ccccc1N(CC)C(=O)c1cn(CC)c(=O)c2cc(OC)c(OC)cc12,1,0.85,-1,1,1,-2,-5,0.9,1.1,-8

# Record cards (already shown).
# CCCn1cnc2cc(NC(=O)c3cccs3)ccc21 across the screens: FLuc act counter: 0.5; NF-kB expr up: .; FLuc inh counter: 48; bIAP activator: 1; TNAP act hiacc: 1; TNAP inh hiacc: -4; TNAP inh noacc: 2; PMI act: 1.2; PMI act satM6P: 1.1; APP 5'UTR act: 97
# O=C(O)CCC(=O)Nc1ccc(Sc2ccc([N+](=O)[O-])cc2)cc1 across the screens: FLuc act counter: 1.1; NF-kB expr up: 0.81; FLuc inh counter: -5; bIAP activator: 0.8; TNAP act hiacc: 1; TNAP inh hiacc: 2; TNAP inh noacc: -33; PMI act: 1; PMI act satM6P: 1.1; APP 5'UTR act: -3
# O=C(CSc1ccc2nnc(-c3ccccn3)n2n1)Nc1ccc2c(c1)OCO2 across the screens: FLuc act counter: 1; NF-kB expr up: 1.2; FLuc inh counter: -2; bIAP activator: 0.9; TNAP act hiacc: 1; TNAP inh hiacc: -2; TNAP inh noacc: -6; PMI act: 0.9; PMI act satM6P: 0.9; APP 5'UTR act: -3

# New compounds follow
SMILES,FLuc act counter,NF-kB expr up,FLuc inh counter,bIAP activator,TNAP act hiacc,TNAP inh hiacc,TNAP inh noacc,PMI act,PMI act satM6P,APP 5'UTR act
COc1ccc(NC(=O)COC(=O)Cn2c(C)nc3ccccc32)cc1OC,1,1.1,-1,0.9,1,-5,-13,1,1,11
COc1cc(CNn2c(C)n[nH]c2=S)cc(Br)c1OCc1ccc(F)cc1,1.1,1.1,-10,1,0.9,6,31,0.9,1,3
CC(C)CCNC(=O)C(=O)Nc1ccccc1,0.9,3,10,1.1,1,2,8,1,1.1,130
CC(C)(C)[C@H]1C=C(C(N)=O)O[C@@H](OCc2ccc(CO)cc2)C1,1,1.1,-3,1,1,-4,-9,1,0.8,-6
O=C(NCCCn1ccnc1)c1cc(C(=O)C2CC2)c[nH]1,1.1,1.3,-7,0.9,1,2,-10,1,0.9,9
Cc1cc(C)[n+]2n1C(=O)C(c1ccccc1)=C2[O-],1&1,0.97&1.4,0&-3,1&1,0.9&1,5&3,-2&-3,1&1,1&1,27&-4
O=C(CC1C(=O)NC2CCCCC2N1C(=O)c1ccc(F)cc1)Nc1ccccc1 (stereo not drawn),1.1,0.88,-6,1.2,1,-3,1,1,1,22
Clc1ccc(-c2csc3ncnc(NCCN4CCOCC4)c23)cc1,1.1,0.72,-5,1,1.1,-6,-22,1,1,-16
O=C(NC1CCCCC1)N1CCN(S(=O)(=O)c2ccc(F)cc2)CC1,1,1.1,-5,1,1,-2,-6,0.9,1,-2
O=C(Nc1ccccc1N1CCOCC1)c1ccc(Cl)c(S(=O)(=O)NCc2ccco2)c1,1.1,0.65,-5,1,1,4,-10,0.9,0.9,-3
CN(c1cccc(NC(=O)Nc2ccc(Cl)cc2)c1)S(C)(=O)=O,0.5,2.3,51*,1,1,-2,-11,0.8,0.9,44
CC(=O)c1ccc(N2CCCCC2)c(F)c1,0.9,1.2,5,1.1,1.1,-8,-11,1,1,4
CCCC(c1nnnn1C1CCCCC1)N1CCN(c2ncccn2)CC1 (stereo not drawn),1,1,-4,1,1.1,-6,-10,1,1.1,-18
CC(C)COC(=O)n1ccc(C(=O)N2CCCCC2)n1,1.1,0.9,-7,1,1.1,-5,14,1.1,1.1,10
CC(C)c1ccccc1NS(=O)(=O)N(C)C,1,1.2,-3,1,1,0,1,0.9,1,16
